NALP1 yeast inh – NALP1 inflammasome inhibitors in reconstituted yeast, colorimetric, S. cerevisiae, triplicate retest; S. cerevisiae NALP1/ASC/caspase-1 growth, X-gal OD620, 72 h; inhibition, % at 10 µM; actives 0.61% (n = 280,000); AID 2071, 2009; in the data active = inhibition mostly above about 24%, no sharp cut-off; inactive = mostly below about 32%; also: some compounds called inactive have numbers as strong as hits
PHOSPHO1 block – PubChem AID 1565 | Phosphoethanolamine/phosphocholine phosphatase (Homo sapiens), Q8TCT1 | inhibition, % at 13.3 µM | actives 1.1% (n = 290,000) | recombinant PHOSPHO1, absorbance phosphatase assay; in the data active = inhibition above about 60%
MEKK3 PB1 HTS – modulators of MEKK3-MEK5 PB1 binding, primary screen, biochemical, wildtype MEKK3, multiplex bead flow cytometry, Alexa488-MEK5; binding response (% of control), % at 10 µM; Mitogen-activated protein kinase kinase kinase 3 (Homo sapiens), Q99759; bead-based flow cytometry, Alexa488-MEK5 binding to MEKK3; actives lie on both sides; 0 = blocked by unlabeled MEK5, 100 = vehicle; actives 1.4% (n = 290,000); AID 1529, 2009;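 active = binding response more than 3 SD above or below the average of its plate-row segment, actives on both sides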;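 also: Alexa488 bead fluorescence after subtracting the streptavidin-only scavenger bead signal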
Target sequence (Q99759 whole entry, looked up): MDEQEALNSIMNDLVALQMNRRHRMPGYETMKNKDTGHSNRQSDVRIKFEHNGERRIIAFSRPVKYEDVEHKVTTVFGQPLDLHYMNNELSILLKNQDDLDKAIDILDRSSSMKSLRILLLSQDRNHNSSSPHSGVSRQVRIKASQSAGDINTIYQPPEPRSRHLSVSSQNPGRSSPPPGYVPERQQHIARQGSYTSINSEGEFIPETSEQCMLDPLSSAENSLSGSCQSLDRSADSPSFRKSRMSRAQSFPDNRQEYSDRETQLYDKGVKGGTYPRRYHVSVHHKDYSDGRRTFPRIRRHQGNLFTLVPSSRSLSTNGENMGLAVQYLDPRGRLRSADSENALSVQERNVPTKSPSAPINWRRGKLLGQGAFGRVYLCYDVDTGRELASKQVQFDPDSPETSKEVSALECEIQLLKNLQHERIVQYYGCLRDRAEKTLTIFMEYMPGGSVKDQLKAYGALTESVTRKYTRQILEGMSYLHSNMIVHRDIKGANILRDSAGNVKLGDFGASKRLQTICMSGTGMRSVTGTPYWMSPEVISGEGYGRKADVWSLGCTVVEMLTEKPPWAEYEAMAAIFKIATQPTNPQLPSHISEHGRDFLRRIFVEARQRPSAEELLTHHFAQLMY
OXTR agonist – human OXTR agonists, primary screen, fluorescence, CHO-OTR cells, Fluo-8 calcium | Oxytocin receptor (Homo sapiens), P30559 | Fluo-8 calcium fluorescence; normalized: DMSO 0%, oxytocin 100% | activation, % at 3 µM | actives 0.32% (n = 320,000) | AID 2435, 2010;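 active = activation above the mean of all tested compounds plus 3 SD, cutoff set per screening run, cut at about 20% in these data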;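 also: peak over basal fluorescence ratio from a 100 s FLIPR kinetic read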
Target sequence (P30559 whole entry, looked up): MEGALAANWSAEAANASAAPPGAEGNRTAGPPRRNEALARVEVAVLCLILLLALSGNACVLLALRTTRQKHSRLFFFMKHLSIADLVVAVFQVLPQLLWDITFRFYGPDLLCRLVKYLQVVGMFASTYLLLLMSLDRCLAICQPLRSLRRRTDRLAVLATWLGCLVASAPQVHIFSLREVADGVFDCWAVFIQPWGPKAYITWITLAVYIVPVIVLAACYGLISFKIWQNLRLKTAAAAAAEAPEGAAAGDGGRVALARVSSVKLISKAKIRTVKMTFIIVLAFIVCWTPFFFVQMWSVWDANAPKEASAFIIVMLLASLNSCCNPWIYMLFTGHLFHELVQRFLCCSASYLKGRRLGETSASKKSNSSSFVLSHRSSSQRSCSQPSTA
MEKK2 mut-MEK5 – MEK5 binding signal on mutant MEKK2 PB1, primary screen, biochemical, multiplex bead flow cytometry, Alexa488-MEK5; Alexa488-MEK5 binding to MEKK2 mutant; percent response, % at 10 µM; actives 0.35% (n = 290,000); AID 1530, 2009; in the data active = percent response above about 24%, passing the limit was not always enough; also: inactives centre near 1; some results filed as inactive read as strong as hits; reference of the scale not given here
FID counter – compounds displacing fluorescent DNA intercalator, primary screen, artefact control for HCV NS3 helicase inhibitor project, biochemical, FID fluorescence; actives 0.17% (n = 290,000); DNA fluorescent intercalator displacement; inhibition, % at 7.9 µM; AID 1845, 2009; in the data active = inhibition above about 37%;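 also: 0% = vehicle and 100% = reference compound; higher means more ethidium bromide displaced from hairpin DNA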
MEKK2 WT-MEK5 – modulators of MEK5 binding to wildtype MEKK2, primary screen, biochemical, multiplex bead flow cytometry, Alexa488-MEK5; Mitogen-activated protein kinase kinase kinase 2 (Homo sapiens), Q9Y2U5; Alexa488-MEK5 binding to MEKK2 WT; actives lie on both sides; binding response (% of control), % at 10 µM; actives 1.1% (n = 290,000); AID 1531, 2009; in the data active = binding response below about 67% or above about 130%
PfM18AAP inh – PfM18AAP inhibitors, malaria aminopeptidase, primary screen, biochemical, QFRET, recombinant enzyme; M18 aspartyl aminopeptidase (Plasmodium falciparum 3D7); H-Glu-NHMec fluorogenic cleavage; inhibition, % at 7.35 µM; actives 1.2% (n = 290,000); AID 1822, 2009;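 active = inhibition above the campaign mean inhibition over all tested compounds plus 3 SD, cut at about 28% in these data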;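 also: 0% = plate median of test compound wells and 100% = 2 mM ZnCl2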
GPR7 antag – GPR7 receptor antagonists, primary screen, cell-based, fluorescence, single concentration. actives 1.1% (n = 290,000). GPR7-expressing cells, fluorescence antagonist assay. Neuropeptides B/W receptor type 1 (Homo sapiens), P48145. inhibition, % at 4.4 µM; in the data active = inhibition above about 16%, passing the limit was not always enough;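 also: cells stimulated with the agonist NPW; 0% = agonist with vehicle and 100% = vehicle without agonist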
* hit, by the source's call; . = not tested or not shown.

SMILES	NALP1 yeast inh	PHOSPHO1 block	MEKK3 PB1 HTS	OXTR agonist	MEKK2 mut-MEK5	FID counter	MEKK2 WT-MEK5	PfM18AAP inh	GPR7 antag
O=c1[nH]c(C2CCN(S(=O)(=O)Cc3ccccc3)CC2)nc2c1nnn2Cc1ccccc1Cl	20	32	98	0.5	-8	-47	91	-16	8
CCn1c(NCc2cc(OC)c(OC)c(OC)c2)nc2ccccc21	12	19	107	1.4	0	7	101	-1	-9
CC(=O)C[C@H]1c2cc(C(F)(F)F)ccc2S(=O)(=O)N1C1CCCC1	.	.	106	-1.8	5	.	104	.	.
CCN(Cc1ccncc1)C(=O)c1ccccc1NS(=O)(=O)c1ccc(Br)cc1	-11	28	100	0.6	-4	-39	95	1	-22
CN1CCC(NC(=O)Nc2ccc(Br)cc2)CC1	-3	12	104	1.9	12	3	106	-3	-2
NS(=O)(=O)c1ccc(CCNC(=O)CN2CCC(Cc3ccccc3)CC2)cc1	12	43	107	3.0	-2	-6	99	-7	-6
O=C(COC(=O)c1ccccc1C(=O)c1ccc(Cl)cc1)NCCc1ccccc1	3	4	102	-2.1	12	-27	111	0	-6
COC(=O)c1ccc(NC(=O)CCc2nnc3ccc(NCc4ccco4)nn23)cc1	17	-12	101	-0.7	-1	-32	100	25	6
Cc1ccc(N(CC(=O)NCc2cccs2)S(=O)(=O)c2cccs2)cc1	6	-2	101	-1.4	7	-13	103	-1	5
COc1cc(/C=C2/SC(=S)N(C)C2=O)ccc1OC(=O)c1ccco1	16	-7	103	6.9	14	4	99	3	-4
O=C(Nc1cccc(-c2cccc(Cl)c2)c1)C1CCN(Cc2ccon2)CC1	13	53	109	5.9	17	8	123	4	5
Cc1ccc(C(=O)C(NC(=O)c2ccco2)N2CCOCC2)cc1 (configuration not stated)	15	35	.	-0.1	.	-2	.	9	-1
O=C(Cn1cc(C(F)(F)F)cc(Cl)c1=O)NCc1ccc(Cl)cc1Cl	6	28	102	1.2	0	-1	98	3	-14
c1ccc(C(NCCNC(c2ccccc2)c2ccccc2)c2ccccc2)cc1	15	20	111	-1.2	27*	8	142*	-4	-17
COc1ccc(S(=O)(=O)N2CCCCCC2)cc1C(=O)Nc1ccccn1	0	37	102	0.2	4	-21	107	2	-9
Cc1ccc(C(=O)N2CCN(c3nc4ccccc4n3C)CC2)cc1	30	32	102	-2.5	6	-23	100	24	-13
CCOC(=O)c1cc(-c2ccc(N3CCOCC3)cc2)nn1-c1ccccc1C(=O)O	14	29	97	-0.2	-9	-29	93	-18	2
CN1CCN(C(c2ccccn2)c2cc(Cl)c3cccnc3c2O)CC1 (configuration not stated)	14	-23	101	0.8	1	-6	101	-7	-16
Cc1sc2nc(CN(C(=O)NC3CCCCC3)C3CCCCC3)[nH]c(=O)c2c1C	10	0	96	-0.6	-3	-5	104	-4	-1
COc1ccccc1C(=O)NCC(=O)Nc1cccnc1	12	36	104	1.0	-1	-1	95	-4	-7

MEKK2 WT-MEK5, what is marked active above.
canonical_smiles	NALP1 yeast inh	PHOSPHO1 block	MEKK3 PB1 HTS	MEKK2 mut-MEK5	MEKK2 WT-MEK5	PfM18AAP inh	GPR7 antag
c1ccc(C(NCCNC(c2ccccc2)c2ccccc2)c2ccccc2)cc1	15	20	111	27*	142*	-4	-17

Continued:
SMILES	NALP1 yeast inh	PHOSPHO1 block	MEKK3 PB1 HTS	OXTR agonist	MEKK2 mut-MEK5	FID counter	MEKK2 WT-MEK5	PfM18AAP inh	GPR7 antag
Cc1ccc(N2C(=O)CC(NCC3CCCO3)C2=O)cc1 (configuration not stated)	-8	28	105	-1.6	-6	7	94	3	-4
COc1cccc(/C=N/N2CCN(c3ccncc3S(=O)(=O)N3CCCCC3)CC2)c1	32	-15	99	0.2	0	-8	98	2	1
O=C(N/N=C/c1cccnc1)C1CCCN(S(=O)(=O)c2ccccc2)C1 (configuration not stated)	36	-4	.	0.3	.	-6	.	7	-2
CCCCn1nnnc1SCC(=O)Nc1ccc(C)cc1	-10	4	108	-0.8	8	-12	113	-1	1
COC(=O)c1nc(NC(=O)c2ccc(F)cc2)n[nH]1	5	-7	98	.	-13	2	90	-13	-14
O=C(CSc1nnc(-c2ccco2)o1)NCC(=O)c1ccccc1	21	-10	98	0.1	-1	-3	97	-3	38*
Cc1oc(-c2ccccc2)nc1C(=O)N1CCN(c2ccc(F)cc2)CC1	24	44	87	-1.9	-8	-17	85	-12	-7
Cc1cc2ccccc2c(=O)n1CC(=O)NCC(=O)N(C)C1CCCCC1	-3	17	101	-2.0	1	-12	99	10	-1
COc1cccc(C2C3=C(N=c4s/c(=C\c5ccccc5O)c(=O)n42)c2ccccc2CC3)c1OC (configuration not stated)	-1	-1	102	-0.6	-2	-2	97	-3	-17
N=C1SC(CC(=O)Nc2ccc([N+](=O)[O-])cc2)C(=O)N1c1ccccc1 (configuration not stated)	14	8	100	-0.5	-1	1	102	29*	-18
Cc1ccc(S(=O)(=O)N/N=C/c2cccc(OC3CSC3)c2)cc1	-3	-14	111	-2.1	5	-7	110	0	-4
Cc1occc1C(=O)NNC(=O)Nc1ccc(Cl)c(Cl)c1	13	13	99	0.5	-1	2	105	23	-2
N#Cc1ccc(CO/N=C/c2ccccc2)cc1	19	16	106	-2.0	-3	-7	104	-5	1
CC(C)(C)C(=O)O/N=C1\CCS(=O)(=O)c2sccc21	16	-22	97	0.4	-7	0	95	1	-6
CC1CCCCN1S(=O)(=O)c1ccc(-n2cnnn2)cc1 (configuration not stated)	4	30	105	0.8	6	-5	112	-8	-10
COc1ccc(C2C=C(c3ccc(Br)cc3)Nc3nc(NS(C)(=O)=O)nn32)cc1 (configuration not stated)	22	38	.	20*	.	-14	.	3	15
CC(C(=O)Nc1cc([N+](=O)[O-])ccc1Cl)N1CCN(c2ccccc2)CC1 (configuration not stated)	28	-14	110	-0.7	0	-2	104	-10	6
COC(=O)c1cn(NC(=O)Cc2ccccc2Br)c(=O)c2ccccc12	-5	20	97	-1.9	-15	-1	80	0	0
O=S(=O)(c1ccccc1)N1CCC(Oc2ccc(-n3cnnn3)cc2)CC1	3	13	97	15	-1	-28	101	1	6
CC(=O)Nc1ccc(S(=O)(=O)N(Cc2ccco2)CC2CCCO2)cc1 (configuration not stated)	-5	-14	.	1.0	.	-12	.	3	-8

Quoted at random: two records from the list.
SMILES	NALP1 yeast inh	PHOSPHO1 block	MEKK3 PB1 HTS	OXTR agonist	MEKK2 mut-MEK5	FID counter	MEKK2 WT-MEK5	PfM18AAP inh	GPR7 antag
O=C(N/N=C/c1cccnc1)C1CCCN(S(=O)(=O)c2ccccc2)C1 (configuration not stated)	36	-4	.	0.3	.	-6	.	7	-2
N=C1SC(CC(=O)Nc2ccc([N+](=O)[O-])cc2)C(=O)N1c1ccccc1 (configuration not stated)	14	8	100	-0.5	-1	1	102	29*	-18

Further records
SMILES	NALP1 yeast inh	PHOSPHO1 block	MEKK3 PB1 HTS	OXTR agonist	MEKK2 mut-MEK5	FID counter	MEKK2 WT-MEK5	PfM18AAP inh	GPR7 antag
COc1ccc(NC(=O)CSc2nc(N)c3cc4c(nc3n2)CCCC4)cc1	28	-16	105	-1.9	5	-18	86	-9	-8
COc1ccc(Cn2ccnc2SCC(=O)Nc2cccc(NC(C)=O)c2)cc1	4	7	103	2.9	4	-12	98	1	-11
CCOC(=O)C1(CCCc2ccccc2)CCN(C(=O)CCn2cnnn2)CC1	-17	40	81	4.4	-12	-25	71	-3	-3
NC(=O)C1Cc2ccccc2CN1S(=O)(=O)c1ccc(Cl)s1 (configuration not stated)	5	28	100	2.1	0	-9	99	3	-13
COc1ccc2[nH]c(C(=O)NCc3ccc4c(c3)OCO4)cc2c1	.	27	125	0.0	27	-10	110	-1	-7
COc1ccc(C(CC(=O)O)NC(=O)COc2ccc(C)cc2)cc1OC (configuration not stated)	30	5	96	0.4	-2	-11	97	-14	-10
N#Cc1ccc(C(=O)N2CCN(S(=O)(=O)c3ccc(Br)s3)CC2)cc1	-1	32	105	-0.1	-10	-16	91	0	2
COc1ccc(-n2c(SCC(=O)Nc3ccc(C)cc3)nc(O)c(Cc3ccccc3)c2=O)cc1	12	.	100	-0.3	6	-55	102	-2	-14
COc1ccc(/C(O)=C/c2nc3ccc(C(=O)NCCc4cccc(C)c4)cc3[nH]c2=O)cc1OC	23	-2	127	-1.1	1	2	100	-4	-5
COc1ccc(/C=C/c2nnc(NC(=O)COc3ccccc3)s2)cc1	.	30	101	0.5	3	-4	98	3	-1
CC(=O)NC(Cc1ccc(C)cc1)C(=O)NC1CCN(S(=O)(=O)c2ccccc2)CC1 (configuration not stated)	2	40	98	0.4	4	-31	100	1	-6
COc1ccc(-c2nc(-c3cccs3)c(-c3cccs3)[nH]2)cc1OC	-14	15	98	-1.1	0	2	99	13	-11
Cc1nnc(SCC(=O)N2CCN(S(=O)(=O)c3ccccc3)CC2)n1Cc1ccccc1	11	46	98	0.1	-2	-32	93	-3	4
Cc1cccc(N(C(=O)Cn2nnc(-c3ccc(F)cc3)n2)C(C(=O)NC(C)(C)C)c2ccncc2)c1 (configuration not stated)	-2	41	95	-1.4	-11	-1	92	-2	0
O=C(O)COc1ccc2c3c(c(=O)oc2c1)CCCC3	1	48	105	1.2	-1	-1	100	4	6
O=C(CCl)Nc1ccc(N=Nc2ccccc2)cc1	78*	-2	102	.	-1	3	102	2	10

Copied from the list:
`N#Cc1ccc(C(=O)N2CCN(S(=O)(=O)c3ccc(Br)s3)CC2)cc1` – MEKK2 mut-MEK5: -10
`COc1ccc(C(CC(=O)O)NC(=O)COc2ccc(C)cc2)cc1OC` (configuration not stated) – PfM18AAP inh: -14
`O=C(CCl)Nc1ccc(N=Nc2ccccc2)cc1` – MEKK2 mut-MEK5: -1
`COc1ccc(-c2nc(-c3cccs3)c(-c3cccs3)[nH]2)cc1OC` – PfM18AAP inh: 13

One compound at a time, as listed above. Order of screens: NALP1 yeast inh | PHOSPHO1 block | MEKK3 PB1 HTS | OXTR agonist | MEKK2 mut-MEK5 | FID counter | MEKK2 WT-MEK5 | PfM18AAP inh | GPR7 antag
Entry for `CCCCn1nnnc1SCC(=O)Nc1ccc(C)cc1` = -10 | 4 | 108 | -0.8 | 8 | -12 | 113 | -1 | 1
Entry for `O=C(Nc1cccc(-c2cccc(Cl)c2)c1)C1CCN(Cc2ccon2)CC1` = 13 | 53 | 109 | 5.9 | 17 | 8 | 123 | 4 | 5
Entry for `O=S(=O)(c1ccccc1)N1CCC(Oc2ccc(-n3cnnn3)cc2)CC1` = 3 | 13 | 97 | 15 | -1 | -28 | 101 | 1 | 6
Entry for `O=C(CCl)Nc1ccc(N=Nc2ccccc2)cc1` = 78* | -2 | 102 | . | -1 | 3 | 102 | 2 | 10
Entry for `N#Cc1ccc(CO/N=C/c2ccccc2)cc1` = 19 | 16 | 106 | -2.0 | -3 | -7 | 104 | -5 | 1

Bioassay records as filed in PubChem BioAssay.
